XIAP antagonists – small molecules displacing peptide from XIAP – biochemical, IAP family, fluorescence polarization (AID 1018); XIAP BIR domain, fluorescence polarization peptide displacement; higher % means a stronger effect; displacement, % at 20 µM; hits with a dose series show IC50 in µM; hit rate 0.007% among 200,000; in the data active means displacement above about 50%; further: a part of the inactive calls stands beside numbers as strong as those of hits
CSM14.1 death rescue – protection against thapsigargin-triggered cell killing – 384-well, CSM14.1, ATP luminescence, primary screen (AID 1222) | 190,000 tested, under 10 active | cellular ATP content (survival), % at 20 µM, or EC50 in µM where a hit was titrated | CSM14.1 thapsigargin-induced death rescue, ATP luminescence; higher % means a stronger effect;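 active means EC50 below 50 µM in the dose-response confirmation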;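 further: death triggered by thapsigargin at about 15 µM added after 2 h compound pretreatment; cell ATP read after overnight thapsigargin exposure of roughly 18 to 22 hours; normalized against plate controls of thapsigargin alone and 5% DMSO vehicle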
Autophagy mod – autophagy modulation, high-content screen; MEF GFP-LC3 puncta imaging; test concentration mostly 10 µM; calls only at 10 µM (by protocol); hit rate 0.98% among 190,000;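 active means percentage of spot-positive cells more than 3 SD above its plate mean, without a fluorescence outlier flag or 80% toxicity; inconclusive means no clear call, values can overlap the other calls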;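 further: spot-positive cell cutoff set from DMSO-treated cells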
Dynein cargo inh – blocks dynein driven cargo transport along microtubules; 3617.4 mouse cells, GR-EGFP nuclear translocation imaging; test concentration mostly 20 µM; stimulated with dexamethasone, 1 µM; active compounds read low; z-score, hits read low; hit rate 0.47% among 220,000;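 active means plate z-score of nuclear minus cytoplasmic receptor signal below a set negative limit, without overly bright fluorescence or cell loss, cut at about -3.5 in these data, passing the limit was not always enough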;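 further: z-score of nuclear minus cytoplasmic ring GR-EGFP intensity difference per well; some compounds called inactive have numbers as strong as hits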
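Buffer or medium: tet-free, stripped-serum medium; reagent: dexamethasone at 1.0 µM final, 30 min; incubation: 48 h induction, 1 h compound, 30 min dex at 37 °C; measured by: formaldehyde fixation, Hoechst nuclear stain, 10x automated fluorescence imaging; read-out: nuclear-to-cytoplasmic GR-EGFP distribution per well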
Hep lipid drop – modulators of hepatic lipid droplet formation; AML12 mouse hepatocytes, oleate lipid droplets, BODIPY imaging; inhibition, % at 6.5 µM; hit rate 0.4% among 240,000; AID 1656;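 active means lipid droplet intensity inhibited by at least 50%, with more than 500 cells counted; inconclusive means wells with under 300 cells, treated as cytotoxic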
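Assay system: AML12 hepatocytes (mouse); Probe or stimulus: oleic acid at 100 µM to induce lipid droplet formation; Dosing: compound at 6.5 µM only; Schedule: compound with oleate, overnight; Detection: fluorescence imaging, 20x objective, two fields per well; Measure: % inhibition of lipid droplet signal.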
b-catenin transl – modulators of beta-catenin nuclear translocation. HeLa beta-catenin nuclear translocation, immunofluorescence imaging. nuclear translocation activity, % at 5 µM. hit rate 0.3% among 190,000;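 active means nuclear translocation activity above 50% at 5 µM, with a well cell count of 50 or more; inconclusive means wells under 50 cells across six images, flagged as toxic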;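 further: per-cell ratio of nuclear to cytoplasmic median beta-catenin stain intensity; plate controls were DMSO negative control for no effect and GSK-3 inhibitor IX positive control for full effect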
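assay system = human HeLa cells, endogenous beta-catenin | times = compound treatment 24 h, 37°C, 5% CO2 | detection = Anti-beta-catenin immunofluorescence on PFA-fixed, Triton-permeabilized cells, DAPI nuclei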
MT stabilize HCS – microtubule stabilization, imaging screen; AID 2205; % tubulin-high responders, % at 10 µM; HeLa tubulin immunostaining HCS, 24 h; share of cells brighter than vehicle mean+2SD; hit rate 0.83% among 200,000;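 active means plate Z-score above 3 for both tubulin-high and condensed-nucleus cell shares, with cell loss under 80%, at 10 µM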;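 further: anti alpha tubulin signal scored within the nucleus-defined area of each cell; some results filed as inactive read as strong as hits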
Ins promoter up – MIN6 insulin promoter up-regulation. hit rate 0.3% among 190,000. AID 1625. MIN6 insulin promoter-GFP reporter, high-content imaging; active compounds read high. z-score at 5 µM;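 active means z-score above 3 at 5 µM with at least 500 cells counted in the well; inconclusive means wells under 500 cells, flagged as cytotoxic or low count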
WT yeast gro inh – growth inhibition of WT yeast, mitochondrial fusion screen; mitochondrial fusion phenotypic screen, WT strain; inhibition, % at 10 µM; hit rate 2.1% among 190,000; in the data active means inhibition above about 58%; tested in S. cerevisiae
WT yeast gro inh mutant strain – recorded beside WT yeast gro inh, whose call it bears; inhibition, %; mitochondrial fusion phenotypic screen, mutant strain inhibition
Dynein cargo inh cytoplasmic EGFP – recorded beside Dynein cargo inh, whose call it bears; z-score; measured here: cytoplasmic GR-EGFP intensity; active compounds read high
Dynein cargo inh nuclear GR-EGFP – also measured in Dynein cargo inh; calls as there; z-score; measured here: nuclear GR-EGFP intensity;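 lower value marks the stronger effect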
Dynein cargo inh cell count – further read-out of Dynein cargo inh, marked with its call; z-score; measured here: cell count per field
Ins promoter up cell count – second read-out of Ins promoter up, no call of its own (marks repeat the call); cell count; measured here: cytotoxicity, nuclei count;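 total cells summed across four imaged fields per well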
Hep lipid drop cells 6.5 µM – second read-out of Hep lipid drop, no call of its own (marks repeat the call); cell count; measured here: cell count, cytotoxicity flag;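 cells counted across two imaged fields per well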
b-catenin transl cell count 5 µM – recorded beside b-catenin transl, whose call it bears; cell count; measured here: cell count, cytotoxicity flag
MT stabilize HCS Hoechst-high % – second read-out of MT stabilize HCS, no call of its own (marks repeat the call); % Hoechst-high responders; measured here: nuclear condensation Hoechst responders;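 share of cells brighter than vehicle mean plus two SD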
MT stabilize HCS cytotoxicity % – further read-out of MT stabilize HCS, marked with its call; toxicity, %; measured here: cytotoxicity by cell density;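 0% = mean cell density of plate MIN control wells and 100% = no cells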
Autophagy mod cell loss 18 h – further read-out of Autophagy mod, marked with its call; toxicity, %; measured here: cell loss, nuclei count;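 cell loss after 18 h compound exposure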
An asterisk follows results filed as active; i = inactive; ? = inconclusive; / = no result given.

The opening 2 compounds (preview)
The line under a structure holds: XIAP antagonists, CSM14.1 death rescue, Autophagy mod, Autophagy mod cell loss 18 h, Dynein cargo inh, Dynein cargo inh cytoplasmic EGFP, Dynein cargo inh nuclear GR-EGFP, Dynein cargo inh cell count, Hep lipid drop, Hep lipid drop cells 6.5 µM, b-catenin transl, b-catenin transl cell count 5 µM, MT stabilize HCS, MT stabilize HCS Hoechst-high %, MT stabilize HCS cytotoxicity %, Ins promoter up, Ins promoter up cell count, WT yeast gro inh, WT yeast gro inh mutant strain
(1) C=CCn1c(-c2csc(-c3ccc(OC)c(OC)c3)n2)n[nH]c1=S
→ -4.8%, /, i, -1, 2.9, 0.0026, 1.4, -2.2, 10, 707, 0.6, 1096, 2.9, 1.8, 3.8, -3, 1340, 1, 1
(2) CO/N=C(/C)CCS(=O)(=O)c1ccccc1
→ -6.2%, -0.6%, i, 5, 0.24, -0.3, 0.17, 0.058, /, /, -1.5, 1088, 2.9, 1.5, 2.6, 0.8, 1276, -5, -6

The whole of this part, previewed entries included:
The line under a structure holds: XIAP antagonists, CSM14.1 death rescue, Autophagy mod, Autophagy mod cell loss 18 h, Dynein cargo inh, Dynein cargo inh cytoplasmic EGFP, Dynein cargo inh nuclear GR-EGFP, Dynein cargo inh cell count, Hep lipid drop, Hep lipid drop cells 6.5 µM, b-catenin transl, b-catenin transl cell count 5 µM, MT stabilize HCS, MT stabilize HCS Hoechst-high %, MT stabilize HCS cytotoxicity %, Ins promoter up, Ins promoter up cell count, WT yeast gro inh, WT yeast gro inh mutant strain
(1) C=CCn1c(-c2csc(-c3ccc(OC)c(OC)c3)n2)n[nH]c1=S
→ -4.8%, /, i, -1, 2.9, 0.0026, 1.4, -2.2, 10, 707, 0.6, 1096, 2.9, 1.8, 3.8, -3, 1340, 1, 1
(2) CO/N=C(/C)CCS(=O)(=O)c1ccccc1
→ -6.2%, -0.6%, i, 5, 0.24, -0.3, 0.17, 0.058, /, /, -1.5, 1088, 2.9, 1.5, 2.6, 0.8, 1276, -5, -6
(3) Cc1nc(-c2ccccc2)sc1-c1nc(-c2cccs2)ncc1S(=O)(=O)c1ccccc1
→ -4.2%, 2.5%, i, 18, -0.37, -0.31, -0.15, 0.076, /, /, /, /, 2.1, 1.7, 13, -1.2, 1290, 15, -8
(4) CCN1C(=O)CSc2ccc(C(=O)NCc3ccco3)cc21
→ -1.4%, 2.0%, i, 1, -0.21, -0.2, 0.21, -0.2, /, /, /, /, 5.1, 2.4, 9.9, 0.53, 1542, -13, 1
(5) O=C(O)CCn1nnc2ccccc21
→ /, /, /, /, -0.34, -0.25, -0.4, 0.61, -6, 588, -1.2, 1150, /, /, /, 0.78, 1433, /, /
(6) CC(=O)C1=NN(c2ccccc2)C(c2cccs2)N1c1ccc(N(C)C)cc1 (stereo not drawn)
→ -8.1%, 1.8%, i, 7, 0.68, -0.25, 0.16, 0.25, -38, 552, -2.0, 1177, 2.6, 2.8, 3.8, ?, /, /, /
(7) CCc1ccccc1NNC(=O)CCc1ccccc1
→ /, /, /, /, 0.4, -0.18, 0.22, -0.59, -20, 721, 0.5, 1106, /, /, /, 0.13, 1432, /, /
(8) CN1CCc2c(sc3c2C(=O)NC(/C=C\c2ccccc2)N3)C1 (stereo not drawn)
→ /, /, /, /, -2.3, 0.15, -0.49, -0.97, -14, 684, -1.0, 1379, /, /, /, 0.38, 987, /, /
(9) COc1ccc(C(C(=O)NC2CCCC2)N(CCN(C)C)C(=O)c2snc(C(N)=O)c2N)cc1 (stereo not drawn)
→ -0.3%, -0.7%, i, 38, -0.65, -0.086, -0.14, 0.94, /, /, 2.3, 1127, 1.8, 1.3, 8.3, -0.71, 1457, -25, -6
(10) O=C(CSCc1ccc(Cl)cc1)N1CCOCC1
→ -0.8%, 7.1%, i, 9, -1, -0.24, -0.36, 1.3, -44, 645, -2.5, 488, 2.9, 2.0, 0.5, -0.75, 1417, 1, 3
(11) O=C(Nc1c(C(=O)NCc2ccco2)cnn1-c1ccccc1)c1ccc(F)cc1
→ -8.6%, /, i, 4, -0.16, -0.18, 0.13, 0.27, -12, 721, 0.3, 935, 6.3, 3.3, 6.3, 1.7, 1039, -3, -9
(12) Cn1ccnc1SCc1nc2c(cnn2-c2ccccc2)c(=O)[nH]1
→ -8.2%, 1.8%, i, 3, 0.096, -0.14, -0.044, -0.49, -46, 660, 0.9, 1062, 4.1, 1.8, 7.8, /, /, -5, -1
(13) CC(=O)N/C(=C\c1ccccc1)C(=O)Nc1ccccc1C
→ -7.1%, -1.8%, i, -5, -0.87, 1.4, -0.2, 0.5, 6, 681, -0.4, 1515, 8.5, 1.8, 7.5, 0.45, 1365, 15, -2
(14) CCOc1ccc2nc(NC(=O)C3CCN(c4cnccn4)CC3)sc2c1
→ 2.6%, -0.5%, i, -14, 0.15, -0.25, 0.47, -0.57, /, /, -0.4, 1169, 4.3, 1.9, 2.9, -0.98, 1254, 19, 20
(15) COC(=O)CNC(=O)C1(C)C=CCN1C(=O)c1ccccc1 (stereo not drawn)
→ -19%, -2.8%, i, 1, -0.25, -0.3, 0.24, 0.85, 3, 747, -1.8, 580, 4.1, 2.9, 3.4, 0.51, 1193, -6, -11
(16) CC(C)C(=O)Nc1cccc(NC(=O)c2cc3ccccc3o2)c1
→ 3.5%, -2.4%, i, -4, 0.97, -0.24, 0.35, 0.097, 5, 704, 0.8, 1070, 3.5, 1.6, 6.8, -0.34, 1819, 6, 11
(17) O=C(Nc1c(Cl)cccc1Cl)c1ccc(-c2ccccc2)cc1
→ -2.1%, -1.3%, i, 14, -0.16, -0.12, 0.64, 0.039, /, /, 3.2, 1419, 1.6, 1.6, 5.2, -0.11, 1141, -1, -28
(18) CCOc1ccccc1NC(=O)NCc1cccnc1
→ -5.5%, -0.7%, i, 0, 0.12, -0.31, 0.068, 0.14, 9, 640, -6.1, 1146, 2.7, 2.0, 8.0, 0.15, 1526, -2, -9
(19) CC(C)C[C@@H]1NC(=O)[C@H](CO)NC(=O)c2cc([N+](=O)[O-])cc(I)c2OCC[C@@H](C(N)=O)NC1=O
→ -7.3%, -3.4%, i, -16, -0.46, -0.25, 0.28, 0.33, 2, 698, /, /, 3.1, 2.1, 0.0, 0.45, 1373, -8, -28
(20) CN/N=C/c1ccc(C#N)cc1
→ -7.8%, -0.1%, i, -7, 0.92, -0.18, 0.087, 0.092, 12, 703, -0.4, 1029, 4.1, 2.4, 7.3, 0.13, 1323, -2, 12
(21) CCOC(=O)C1=C(C)NC(C)=C(C(=O)OCC)C1c1ccc(OC)cc1
→ -3.8%, 0.2%, i, -2, -0.62, -0.31, -0.13, -0.11, /, /, 1.3, 809, 3.6, 2.1, 9.1, 0.14, 955, 19, -1
(22) O=C(Nc1ccccc1C(=O)NCCN1CCOCC1)c1ccc(Cl)cc1Cl
→ -2.3%, 0.9%, i, 18, 0.83, 0.03, 1.4, -1.7, 2, 667, -2.5, 1107, 1.7, 0.8, 6.0, -0.43, 1526, 0, -20
(23) Cc1ccc(NC(=O)COC(=O)Cc2ccsc2)c(C)c1
→ -4.0%, 0.3%, i, 8, -0.2, -0.33, -0.24, -0.069, -18, 579, 1.1, 992, 3.8, 1.3, 6.6, -0.15, 1208, -8, -2
(24) CC/C(C)=N/Nc1nc2sc3c(c2c(=O)[nH]1)CC(C)(C)OC3
→ -1.9%, -2.9%, i, 11, 0.5, -0.18, -0.087, 0.052, -20, 654, 4.5, 1018, 2.6, 1.1, 3.7, -0.28, 1740, 2, 4
(25) CC(C)Oc1cccc(C(=O)NC(=S)NCc2cccnc2)c1
→ -1.5%, -1.8%, i, 12, -0.12, -0.29, -0.28, 0.5, 11, 739, -0.5, 922, 2.7, 1.7, 5.3, -0.58, 1282, 16, 13
(26) O=C(O)C1CCCN1S(=O)(=O)c1cccs1 (stereo not drawn)
→ -4.0%, -0.6%, i, -7, 0.061, 0.007, 0.52, 0.65, -27, 745, /, /, 1.8, 1.7, 10, 0.25, 788, -2, 0
(27) CN(C)CCC1CCN(c2cc(C#N)c(C#N)cc2[N+](=O)[O-])CC1
→ -5.4%, 0.7%, i, 56, 0.56, -0.19, 0.4, -0.37, 14, 671, -6.0, 1050, 2.0, 1.4, 3.1, -0.18, 1273, -2, 0
(28) CCC(C)(C(=O)NC1CCCC1)N(C(=O)CC1NC(=O)NC1=O)c1c(C)n(C)n(-c2ccccc2)c1=O (stereo not drawn)
→ -3.8%, -0.2%, i, 12, -0.67, -0.25, -0.35, 0.4, 7, 787, -1.7, 1109, 1.2, 1.3, 0.4, 0.16, 1337, 4, -1
(29) COc1ccc(CCNC(=O)Cn2nnc(-c3ccc(N(C)C)cc3)n2)cc1OC
→ -2.9%, -0.9%, i, -1, 0.2, -0.27, -0.11, 0.054, 1, 732, 0.9, 544, 3.6, 2.4, 4.0, -0.35, 1286, 4, -20
(30) Cc1nc2c(Cl)cccc2[nH]1
→ -7.3%, -1.7%, i, 4, 0.85, -0.3, 0.3, -0.56, -2, 793, -5.3, 1201, 1.9, 2.2, 5.4, -0.22, 947, 0, 6

Bioassay records (PubChem BioAssay)
